POLB inh: inhibitors of human DNA polymerase beta; P06746; Pol beta primer extension/strand displacement, fluorescence kinetic; Potency, µM (top dose mostly 114 µM), for the others: at the highest dose activity change, negative = inhibition, most hits filed as inhibitors; 340,000 tested, 1.3% active; note: % is set by controls: 0 for no effect and ±100 for the full control effect
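Reaction started by 50 nM substrate onto compound-treated Pol beta (10 nM, 15 min preincubation, room temperature); plates read at 0 min and 10 min. Normalized concentration-effect data fitted by four-parameter Hill equation.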
G9a inh: G9a (human) methyltransferase inhibition | Q96KQ7 | G9a H3K9 monomethylation, AlphaScreen, 2 h | Potency, µM (highest dose often 102 µM), for inactives: at the highest dose activity, negative = inhibition, hits mostly inhibitors | 350,000 tested, 8.8% active; note: % is set by controls: 0 for no effect and ±100 for the full control effect; nearly all actives have a fitted effect of over 75% in size
Target sequence (Q96KQ7 913-1193 limits assumed): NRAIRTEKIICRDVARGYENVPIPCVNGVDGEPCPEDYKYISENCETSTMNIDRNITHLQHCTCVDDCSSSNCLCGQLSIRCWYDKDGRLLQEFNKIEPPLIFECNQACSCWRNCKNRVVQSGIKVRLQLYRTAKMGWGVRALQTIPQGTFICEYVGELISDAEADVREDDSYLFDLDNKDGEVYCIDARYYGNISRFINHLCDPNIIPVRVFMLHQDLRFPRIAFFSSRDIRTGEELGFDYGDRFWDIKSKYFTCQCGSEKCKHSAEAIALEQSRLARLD
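G9a (20 nM) was preincubated 15 min with compound, then reacted 2 h at room temperature with 500 nM biotin-H3K9 peptide and 20 µM SAM. Monomethyl-H3K9 detected by AlphaScreen using anti-H3K9me1 antibody.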
POLI inh: blocks human DNA polymerase iota activity; Q9UNA4; Pol iota fluorescent replication assay, 10 min; Potency, µM (highest dose often 115 µM), without a hit: top-dose activity, negative = inhibition, usual class: inhibitors; 390,000 tested, 1% active
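Fluorescent replication assay read twice, at 0 min and 10 min after adding 50 nM (final) substrate. Enzyme (10 nM) and compounds were first incubated 15 min at room temperature; enzyme-free buffer wells were negative controls.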
BAZ2B block: blocks human BAZ2B; Q9UIF8; AlphaScreen BAZ2B-H3K14Ac peptide displacement; Potency, µM (top dose mostly 114 µM), inactives show at the top dose activity change, negative = inhibition, hits mostly inhibitors; 360,000 tested, 4.4% active; note: % is set by controls: 0 for no effect and ±100 for the full control effect; nearly all actives have a fitted effect of over 60% in size
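BAZ2B 50 nM plus b-H3(5-23)K14Ac 50 nM, PBS pH 7.4/0.01% Tween-20, 30 min RT; compound added (max 110 uM), 30 min RT; streptavidin donor/Ni-chelate acceptor beads 10 ug/mL final, 20 min dark; AlphaScreen read.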
POLH inh: inhibitors of human DNA polymerase eta; Q9Y253; recombinant Pol eta, fluorescent DNA replication assay; Potency, µM (series often up to 114 µM), inactives show at the top dose activity change, negative = inhibition, actives largely listed as inhibitors; 390,000 tested, 1.2% active; note: % is set by controls: 0 for no effect and ±100 for the full control effect
Target sequence (Q9Y253 whole entry, looked up): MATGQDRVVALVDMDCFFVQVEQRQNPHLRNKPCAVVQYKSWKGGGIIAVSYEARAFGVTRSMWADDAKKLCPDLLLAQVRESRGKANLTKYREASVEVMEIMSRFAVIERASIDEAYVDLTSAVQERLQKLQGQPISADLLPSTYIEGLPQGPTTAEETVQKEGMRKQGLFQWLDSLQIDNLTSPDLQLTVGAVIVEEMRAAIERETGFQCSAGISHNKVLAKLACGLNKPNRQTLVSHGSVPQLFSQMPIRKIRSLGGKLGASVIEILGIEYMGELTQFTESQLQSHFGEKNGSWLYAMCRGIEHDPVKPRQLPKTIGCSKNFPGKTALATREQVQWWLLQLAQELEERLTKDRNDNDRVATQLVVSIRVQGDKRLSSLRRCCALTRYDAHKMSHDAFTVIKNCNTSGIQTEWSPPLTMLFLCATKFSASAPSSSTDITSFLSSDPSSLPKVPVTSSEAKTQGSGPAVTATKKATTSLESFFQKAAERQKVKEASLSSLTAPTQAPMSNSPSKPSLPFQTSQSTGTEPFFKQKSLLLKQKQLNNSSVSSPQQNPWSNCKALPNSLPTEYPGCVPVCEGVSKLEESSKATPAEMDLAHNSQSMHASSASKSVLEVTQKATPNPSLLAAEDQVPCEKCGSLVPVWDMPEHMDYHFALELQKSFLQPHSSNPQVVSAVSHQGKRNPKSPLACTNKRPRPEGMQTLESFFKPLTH
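Pol eta (10 nM) was preincubated with compounds for 15 min at room temperature, after which fluorescent replication substrate (50 nM final) was added to start the reaction. Fluorescence was read kinetically at 0 and 10 min.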
BLM inh: blocks DNA unwinding by human BLM helicase; P54132; recombinant BLM DNA unwinding, fluorescence dequenching; Potency, µM (titrated, usually from 56.1 µM), inactives show top-dose activity change, negative = inhibition, hits mostly inhibitors; 350,000 tested, 0.2% active; AID 2528;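 note: plate controls were vehicle for no effect and no enzyme for full effect; nearly all actives have a fitted effect of over 35% in size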
POLK inh: DNA polymerase kappa (human) inhibition | Potency, µM (titrated, usually from 107 µM), for the others: at the highest dose activity, negative = inhibition, hits mostly inhibitors | 400,000 tested, 0.53% active | purified Pol kappa, fluorescent DNA synthesis assay, 10 min | Q9UBT6 | AID 588579; note: % is set by controls: 0 for no effect and ±100 for the full control effect
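Readout: fluorescence, taken kinetically at 0 and 10 min. Conditions: 10 nM Pol kappa, 15 min RT compound preincubation, 50 nM substrate final. Controls: enzyme-free buffer wells.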
APEX1 inh: inhibitors of human APE1 endonuclease; Potency, µM (titrated, usually from 65.8 µM), for inactives: at the top dose activity change, negative = inhibition, most hits filed as inhibitors; P27695; recombinant APE1, TAMRA/BHQ-2 abasic DNA cleavage fluorescence; 350,000 tested, 0.35% active;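 note: plate controls were vehicle for no effect and reference inhibitor for full effect; nearly all actives have a fitted effect of over 55% in size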
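Activity was derived from the fluorescence gain between first and third kinetic reads (60 s intervals, ex 525/em 598 nm) after 50 nM THF-abasic TAMRA/BHQ-2 duplex was added to 0.75 nM APE1 preincubated 15 min with compound.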
Apoferritin bind: binds horse apoferritin like a general anesthetic; Potency, µM (titrated, usually from 77.5 µM), without a hit: at the highest dose activity change, negative = displacement, most hits filed as inhibitors; 350,000 tested, 0.074% active; AID 485281; apoferritin/1-aminoanthracene competitive binding, fluorescence; note: % is set by controls: 0 for no effect and ±100 for the full control effect; nearly all actives have a fitted effect of over 20% in size
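Steps: apoferritin (10 uM) was premixed with half-saturated 1-AMA in PBS, compounds were pin-transferred, plates stood 10 min at room temperature, fluorescence was read at 380/535 nm, and curves were fitted with a Hill equation.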
* marks the source's active call; other numbers are inactive results; ? = inconclusive; nt = no result given; [ ] = dose if it differs, or a comment. Calls come from the whole dose curve; as a rule, active = well fitted curve in the direction sought with a large enough effect; inconclusive = small, poorly fitted or top-dose-only effect, or another doubt; inactive = no such curve, though single readings can be large; an effect the other way counts as inactive or inconclusive. Potency is the fitted concentration of half-maximal effect.

canonical_smiles	POLB inh	G9a inh	POLI inh	BAZ2B block	POLH inh	BLM inh	POLK inh	APEX1 inh	Apoferritin bind
CN(C1CCS(=O)(=O)C1)S(=O)(=O)c1ccccc1[N+](=O)[O-] (stereo unspecified)	19%	7%[59 µM]	18%	-6%	8%	0%	3%	0%	1%
CC(C)(C)NC(=O)c1ccc2c(c1)N(CC(=O)N1CCCC1)C(=O)C(C)(C)O2	6%	12%	-10%	-6%	-7%	-12%	-8%	21%	-12%
Cc1ccc(-n2nc(C)c(/C=N/n3c(C)n[nH]c3=S)c2Cl)cc1	3%	3.2µM*	100%[activator]	7%	-16%	0%	-2%	3%	?
CC1(C)Cc2c(sc(/N=C/N3CCCC3)c2C#N)C(C)(C)N1	-20%	2%[59 µM]	-6%	-6%	-3%	4%	1%	25%	4%
O=C(NCc1ccco1)c1ccc(COc2ccccc2[N+](=O)[O-])o1	6%	?	28%	-33%	-17%	-1%	9%	5%	-16%
O=C1C(C23CC4CC(CC(C4)C2)C3)C(=O)N(c2ccccc2)N1c1ccccc1	-4%	14%[59 µM]	19%	-1%	-4%	1%	-4%	2%	1%
COc1cc2c(cc1OC)CN(C(=O)CCN1C(=O)C3CCCCC3C1=O)CC2 (stereo unspecified)	25%	7%	138%[activator]	0%	14%	1%	-13%	?	-1%
COc1ccc(C[C@H]2CN3C(=NC[C@@H]3Cc3ccccc3)N2CCNC(=O)c2ccc(C)c(Br)c2)cc1	?	nt	8%	-38%	-14%	0%	3%	1%	?
CCCN(CC(=O)Nc1ccccc1C)C(=O)c1cc(=O)[nH]c2ccccc12	-1%	-5%	71%[activator]	?	1%	-3%	-1%	4%	-5%
Cc1ccc(NC(=O)/C(CN(C)C)=N\O)cc1	18%	-11%[2.33 µM]	4%	5%	-11%	0%	-15%	-1%	-19%
Cc1cccc(NC2(C(F)(F)F)N=C3SCCN3C2=O)n1 (stereo unspecified)	-12%	16%	7%	?	-10%	0%	-5%	7%	1%
CC(=O)Nc1ccc(-c2csc(NC(=O)Nc3ccccc3)n2)cc1	-20%	45µM*	1%	-27%	0%	-9%	-26%	-6%	-6%
CN1/C(=C\C(=O)c2ccccc2Cl)c2ccccc2CC1(C)C	-12%	?	9%	?	-8%	3%	-9%	9%	-18%
COc1ccc(NC(=O)CSc2nnc(-c3ccccc3C)n2C)cc1	4%	-2%[59 µM]	17%	-3%	-23%	-10%	-14%	3%	-1%
COc1cc(-c2cc(C(=O)NCc3ccc(S(N)(=O)=O)cc3)c3ccccc3n2)cc(OC)c1OC	21%	15%	18%	2%	-22%	-4%	3%	-19%	-14%
Cc1oc(C2CC2)cc1C(=O)O	-1%	-18%	15%	0%	-2%	-7%	-16%	0%	-8%
Cc1ccc(C2N(c3ccccc3)C(=S)N3CCCN23)cc1 (stereo unspecified)	0%	0%[59 µM]	-22%	3%	-18%	-4%	-14%	-1%	-12%
Cc1ccc(C)c(C(=O)NC(C)c2ccc(-n3ccnc3)cc2)c1 (stereo unspecified)	30%	45%	15%	-32%	-4%	-1%	2%	50%	-5%
Cc1ccc(C)c(S(=O)(=O)/N=C(/Nc2ccccc2)c2ccccc2)c1	nt	nt	3%	nt	-25%	nt	-2%	13%	nt
COC(=O)c1ccc(/C=C/c2nc3ccccc3c(=O)[nH]2)cc1	27%	?	?	-7%	-5%	-3%	-14%	-10%	-13%
Cc1cc(NC(=O)CSc2nnnn2-c2ccccc2C)no1	-27%	20%	12%	3%	-1%	2%	-14%	33%	-17%
COc1ccc(-n2nc(C(=O)NCC(=O)NCc3ccccc3OC)c3ccccc3c2=O)c(OC)c1	19%	?	125%[activator]	nt	-2%	-6%	-4%	-3%	-8%
CN(C(=O)Cn1cc(S(=O)(=O)Cc2ccccc2Cl)c2ccccc21)c1ccccc1	-17%	2%[59 µM]	?	3%	-13%	0%	-4%	nt	28%
Cc1ccc(NC(=O)Cn2cc(S(=O)(=O)c3ccc(C)cc3)c(=O)c3cc4c(cc32)OCO4)cc1	20%	-8%[59 µM]	11%	-6%	-3%	-7%	-19%	nt	-11%
CC(C(=O)NCc1ccccc1)N(CCN1CCOCC1)C(=O)c1snc(C(N)=O)c1N (stereo unspecified)	11%	?	nt	nt	nt	-1%	nt	-1%	-2%
Cc1nn(CCO)c(C)c1Oc1ccccc1O	16%	-18%[59 µM]	21%	7%	-10%	-1%	-12%	-2%	-11%
CN(C)CCNC(=O)c1ccc(Cn2c(SCc3ccc(F)cc3)nc3cccnc32)cc1	14%	-33%[59 µM]	1%	-2%	-11%	-1%	11%	nt	51%[activator]
CCOC(=O)c1[nH]c2ccccc2c1CCCN1C(=O)c2ccccc2C1=O	1%	26%[0.501 µM]	-3%	-21%	-10%	-10%	-22%	-3%	?
OC1(c2ccc(Cl)cc2)CN(c2ccccc2)C2=[N+]1CCS2 (stereo unspecified)	-23%	-4%	41%[activator]	nt	-18%	3%	-10%	-5%	-10%
Brc1ccc(-c2noc(C3CCCCC3)n2)cc1	7%	434%[activator]	44%[activator]	114%[activator]	-14%	-8%	-7%	3%	-9%
Cc1ccc(-c2noc(C3CCCN(C(=O)c4ccccc4Br)C3)n2)cc1 (stereo unspecified)	2%	nt	-7%	-38%	-11%	-8%	-14%	-12%	-2%
CCN(CC)S(=O)(=O)c1ccc(C2CNC(=O)C2)cc1 (stereo unspecified)	-1%	6%[59 µM]	17%	-5%	-15%	-1%	11%	-1%	-1%

Remaining list, next part:
Sequence of screens – POLB inh, G9a inh, POLI inh, BAZ2B block, POLH inh, BLM inh, POLK inh, APEX1 inh, Apoferritin bind
Cc1ccc(N2C(=O)c3ccccc3C2=O)cc1C
  20%, ?, 53%[activator], -16%, -4%, -4%, -8%, -4%, -6%
CCOc1ccccc1C(=O)Nc1cc2c(cc1C)n(C)c(=O)c(=O)n2C
  3%, 11%[59 µM], 15%, -10%, -16%, 5%, -8%, nt, -1%
O=C(NCC1COc2ccccc2O1)c1ccc(-n2cncn2)c([N+](=O)[O-])c1 (stereo unspecified)
  nt, 11%[0.501 µM], 10%, -7%, -11%, nt, -7%, -7%, nt
Cc1ccc(C)n1-c1ccc(C(=O)Nc2ccccc2)cc1
  -17%, -17%[59 µM], ?, -8%, -8%, 1%, -5%, -5%, -9%
Cc1c(C(=O)N2CCN(C3CCS(=O)(=O)C3)CC2)oc2c(F)cccc12 (stereo unspecified)
  nt, -25%[59 µM], ?, 0%, ?, nt, -8%, 13%, nt
CCn1c(C)c(C)c2cc(C(=O)NCc3ccc(OC)cc3OC)ccc21
  -1%, ?, -11%, ?, -17%, -8%, -5%, nt, 1%
O=C(COC(=O)c1ccc([N+](=O)[O-])s1)Nc1ncc(C(F)(F)F)cc1Cl
  ?, ?, ?, ?, 35µM*, -4%, -40%, ?, -5%
COc1ccc(CNC(=O)N[C@H](C(=O)O)C(C)C)cc1OC
  11%, 3%[59 µM], 21%, -1%, -9%, -6%, -7%, -7%, 39%[activator]
Cc1cccn2c(=O)c3cc(C(=O)O)n(C)c3nc12
  4%, 19%[59 µM], -5%, 10%, -16%, 3%, 0%, 5%, 91%[activator]
CCOc1ccc(NC(=S)NC(C)c2cccs2)cc1 (stereo unspecified)
  3%, 7%[59 µM], 6%, -25%, -22%, -7%, -9%, 1%, -1%
CCOc1ccc(CCNC(=O)CN2C(=O)COc3ccc(S(=O)(=O)N4CCOCC4)cc32)cc1
  -7%, 40%, 8%, 0%, -17%, 2%, -19%, 39%[activator], -8%
C[C@H](NC(=O)c1ccc(Cl)cc1)C(=O)NCCc1ccc(S(N)(=O)=O)cc1
  16%, 12%[59 µM], 99%[activator], -1%, -10%, -2%, -11%, 0%, -3%
CCn1c(SCC(=O)N2CCc3ccccc3C2)nc2c1c(=O)n(C)c(=O)n2C
  18%, 11%, 23%, 12%, -17%, -3%, -14%, -1%, -9%
COc1ccc(-c2nc3ccccc3o2)cc1NC(=O)COc1ccc(C)c(C)c1
  -1%, -4%[59 µM], 0%, 4%, -11%, -3%, -3%[60.1 µM], nt, 5%
Cc1cc(C)n(C(=O)c2c([N+](=O)[O-])cnn2C)n1
  10%, -14%[59 µM], 6%, 2%, -12%, 3%, -2%, -14%, 4%

Single records, from the list above:
Cc1ccc(C)n1-c1ccc(C(=O)Nc2ccccc2)cc1 is entered as POLB inh: -17%; G9a inh: -17%[59 µM]; POLI inh: ?; BAZ2B block: -8%; POLH inh: -8%; BLM inh: 1%; POLK inh: -5%; APEX1 inh: -5%; Apoferritin bind: -9%
CCOc1ccc(NC(=S)NC(C)c2cccs2)cc1 (stereo unspecified) is entered as POLB inh: 3%; G9a inh: 7%[59 µM]; POLI inh: 6%; BAZ2B block: -25%; POLH inh: -22%; BLM inh: -7%; POLK inh: -9%; APEX1 inh: 1%; Apoferritin bind: -1%

Additional structures follow:
Sequence of screens – POLB inh, G9a inh, POLI inh, BAZ2B block, POLH inh, BLM inh, POLK inh, APEX1 inh, Apoferritin bind
CN(c1ccccc1)S(=O)(=O)c1cccc(C(=O)OCC(=O)NCc2ccco2)c1
  -1%, 19%, 85%[activator], ?, -28%, -6%, -5%, ?, -5%
CCOC(=O)c1oc2ccc(CNCCO)c(Cl)c2c1C
  7%, 9%, 0%, 10%, -17%, 27%, -1%, -5%, -15%
Cn1nnc(NC(=O)c2cccc([N+](=O)[O-])c2)n1
  45%, nt, 12%, -2%, 3%, 5%, -8%, 19%, 3%
Cc1ccc(C2(C)NC(=O)N(CC(=O)NCc3ccccc3Cl)C2=O)cc1 (stereo unspecified)
  43%, 0%, 54%[activator], 2%, -7%, -6%, -3%, 14%, -12%

Screens as filed in PubChem BioAssay.

Only part of the results is shown. The share of hits here may be higher or lower than overall.
